Screening data from PubChem.
TRHR enhancer – allosterically enhances the human TRH receptor; P34981; TRHR cells, fluo-8 calcium fluorescence, EC20 TRH enhancement; enhancement, % at 2 µM; hit rate 0.66% among 360,000; AID 493056; in the data active means enhancement above about 30%; further: 0% is about no effect
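TRHR-expressing cells loaded with fluo-8 calcium dye were read kinetically (ex 480/em 530) during compound addition, then stimulated with an EC20 of TRH (10 nM final). Enhancement of the Gq-mediated intracellular calcium response was scored.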
TrxR1 substrate – rat thioredoxin reductase 1 substrate activity. O89049. purified TrxR1 substrate turnover, NADPH consumption readout. Potency, µM (series often up to 114 µM), inactives show top-dose activity change, negative = substrate turnover. hit rate 0.01% among 390,000; further: potency means the concentration at half of the fitted maximal effect; on the % scale 0 is the no-effect control and ±100 the full control effect; nearly all actives have a fitted effect of over 50% in size
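Rat TrxR1, dispensed at 90 nM, was prereduced with 400 uM NADPH (final) for 5 min at ~22 deg C, then incubated with compound 15 min before 400 uM selenite. A first-read NADPH fluorescence drop versus no-compound background flagged substrates.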
D2 ag – activates the human D2 dopamine receptor. activation, % at 2 µM. HEK293 T-REx D2 cells, calcium flux agonist mode. hit rate 0.53% among 340,000. AID 485358. P14416;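 active means activation over 3 SD above normal in the single-dose calcium agonist read, cut at about 30% in these data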; further: 0% is about no effect
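In this primary screen, compounds producing a positive calcium signal within 180 s of addition to tetracycline-induced, force-coupled HEK293 Trex D2 cells are flagged; cells are dye-loaded with a no-wash calcium kit beforehand.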
mIDH1 inhibitor – blocks human mutant IDH1 R132H enzyme | O75874 | IDH1-R132H enzyme, NADPH consumption, diaphorase/resazurin fluorescence | Potency, µM (doses to about 76.6 µM), for inactives: top-dose activity change, negative = inhibition, usual class: inhibitors | hit rate 0.093% among 390,000 | AID 602179; further: potency means the concentration at half of the fitted maximal effect; on the % scale 0 is the no-effect control and ±100 the full control effect; nearly all actives have a fitted effect of over 65% in size
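IDH1-R132H (0.5 ug/mL) preincubated 30 min with compound, then NADPH (0.016 mM) and alpha-KG (2 mM) added; 80 min at RT, pH 7.5. Remaining NADPH coupled via diaphorase/resazurin to fluorescence (540/590 nm); concentration-response curves normalized to no-enzyme control.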
USP1-UAF1 inh – USP1/UAF1 (human) deubiquitinase inhibition. recombinant USP1/UAF1, Ub-Rhodamine cleavage fluorescence. hit rate 0.23% among 390,000. Potency, µM (series often up to 57.1 µM), inactives show at the top dose activity change, negative = inhibition, hits mostly inhibitors. O94782; further: potency means the concentration at half of the fitted maximal effect; on the % scale 0 is the no-effect control and ±100 the full control effect; nearly all actives have a fitted effect of over 60% in size; inactives centre near -12
Target sequence (O94782 whole entry, looked up): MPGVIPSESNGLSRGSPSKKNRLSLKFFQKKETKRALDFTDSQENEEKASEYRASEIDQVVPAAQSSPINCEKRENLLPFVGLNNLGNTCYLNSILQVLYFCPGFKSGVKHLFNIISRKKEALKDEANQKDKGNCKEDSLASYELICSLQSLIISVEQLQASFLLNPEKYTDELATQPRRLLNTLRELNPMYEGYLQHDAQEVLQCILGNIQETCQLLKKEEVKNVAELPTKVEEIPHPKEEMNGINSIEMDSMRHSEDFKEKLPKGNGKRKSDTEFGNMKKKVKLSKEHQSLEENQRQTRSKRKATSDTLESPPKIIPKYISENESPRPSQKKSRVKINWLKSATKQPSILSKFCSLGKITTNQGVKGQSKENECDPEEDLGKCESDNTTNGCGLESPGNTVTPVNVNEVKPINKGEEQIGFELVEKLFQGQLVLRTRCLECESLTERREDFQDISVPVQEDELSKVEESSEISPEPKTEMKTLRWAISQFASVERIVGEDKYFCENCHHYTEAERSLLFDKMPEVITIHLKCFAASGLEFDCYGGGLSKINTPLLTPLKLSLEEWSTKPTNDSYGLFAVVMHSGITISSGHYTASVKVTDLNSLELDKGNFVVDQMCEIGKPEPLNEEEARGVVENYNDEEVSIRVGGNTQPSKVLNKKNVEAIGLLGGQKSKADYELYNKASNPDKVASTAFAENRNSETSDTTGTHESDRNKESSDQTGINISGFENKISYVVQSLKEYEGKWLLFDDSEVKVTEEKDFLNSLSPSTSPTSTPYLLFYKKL
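1 nM enzyme complex + cpd, 15 min RT; start with Ub-Rho 150nM final; kinetic fluorescence ex 480/em 540, 6 reads q60 s. Buffer 50mM HEPES pH 7.8, 0.5mM EDTA, 0.1 mg/ml BSA, 1mM TCEP, 0.01% Tween-20.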
Pin1 inhibitor – blocks the human prolyl isomerase Pin1. hit rate 0.009% among 390,000. AID 504891. Q13526. Potency, µM (series often up to 115 µM), inactives show at the highest dose activity, negative = inhibition, hits mostly inhibitors. Pin1 FP peptide displacement, HiFluor488, 10 min; active means well fitted inhibition curve with a large enough effect in the polarisation, with a control signal flat, not every such curve was filed as active; inconclusive means small, poorly fitted or top-dose-only effect, or effect the other way, or a change in a side signal; inactive means no such curve, though single readings can be large or run the other way; the % refers to the polarisation; further: potency means the concentration at half of the fitted maximal effect; on the % scale 0 is the no-effect control and ±100 the full control effect
Target sequence (Q13526 whole entry, looked up): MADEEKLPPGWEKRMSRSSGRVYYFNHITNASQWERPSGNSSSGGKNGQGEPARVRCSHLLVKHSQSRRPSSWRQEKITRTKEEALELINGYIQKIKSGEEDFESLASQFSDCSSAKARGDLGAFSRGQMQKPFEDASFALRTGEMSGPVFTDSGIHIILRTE
TRHR ag – activates the human TRH receptor; TRHR cells, calcium flux fluo-8, FDSS agonist mode; activation, % at 2 µM; hit rate 0.18% among 360,000; in the data active means activation above about 30%; further: 0% is about no effect
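Fluo-8-loaded TRHR cells; 10 s baseline, compound added, kinetic Ca2+ fluorescence read 1/s, agonist mode.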
TrxR1 inh – rat TrxR1 inhibition; recombinant rTrxR1, NADPH fluorescence consumption, selenite substrate; O89049; hit rate 1% among 390,000; AID 588453; Potency, µM (series often up to 114 µM), without a hit: top-dose activity change, negative = inhibition, actives largely listed as inhibitors; further: potency means the concentration at half of the fitted maximal effect; on the % scale 0 is the no-effect control and ±100 the full control effect; nearly all actives have a fitted effect of over 65% in size
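Rat TrxR1 (90 nM in the dispensed reagent) was pre-reduced with 400 uM NADPH for 5 min at room temperature, then incubated with compound for 15 min. After 400 uM selenite was added, NADPH fluorescence (Ex 340/Em 450 nm) was followed for 8 min.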
D2 antagonist – antagonizes the human D2 dopamine receptor | inhibition, % at 10 µM | hit rate 2% among 340,000 | HEK293 TREx D2 cells, calcium flux, dopamine EC80 | AID 485344 | P14416; in the data active means inhibition above about 30%; further: 0% is about no effect
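Calcium mobilization kinetics were recorded at 1 s intervals in tetracycline-induced HEK293 T-REx D2 cells, first for 180 s after compound addition and then 180 s after EC80 dopamine.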
* hit, by the source's call; ? = inconclusive; / = not tested or not shown; & = joins results of further samples; [ ] = another dose, or the depositor's remark. Unless noted, the call rests on the fitted dose curve; in most records, active means well fitted inhibition curve with a large enough effect; inconclusive means small, poorly fitted or top-dose-only effect; inactive means no such curve, though single readings can be large or run the other way. Not all compounds are listed; count on the stated rates, not on these rows.

Fields – TRHR enhancer, TrxR1 substrate, D2 ag, mIDH1 inhibitor, USP1-UAF1 inh, Pin1 inhibitor, TRHR ag, TrxR1 inh, D2 antagonist
1. C#CCOc1ccc(C2C3=C(CC(C)(C)CC3=O)N(CC(=O)O)C3=C2C(=O)CC(C)(C)C3)cc1OC
 : 0, 3%, 0.8, -5%, -21%, 5%, 1.4, -27%, 5
2. COC(=O)c1ccc(CN2CCC(n3nccc3NC(=O)C3CC3)CC2)cc1
 : 16, -9%, 0.0, -1%, -5%, 3%, -0.6, -12%, 9
3. CCC1(C)COC(c2ccc(OC)c(OC)c2)OC1 (stereo not drawn)
 : /, -13%, /, 3%, -4%, 2%, /, -18%, /
4. Cc1ccccc1OCCSc1nc2ccc(NC(=O)c3ccccc3)cc2s1
 : 15, 10%, -1.7, 7%, -7%, 11%, -2.4, 21%, /
5. COc1ccc(Cn2nnnc2C(c2ccccc2OC)N2CCC(C(N)=O)CC2)cc1 (stereo not drawn)
 : -16, 7%[57.1 µM], 0.2, 2%, -10%, 2%, 0.8, 11%[57.1 µM], -2
6. CCCCn1nc2cc(C(=O)NCCc3ccc(C)cc3)ccc2c1OCC
 : 3, 37%[activator], 1.1, 0%, -26%, -1%, -1.0, 15%, 2
7. CCCCCCNS(=O)(=O)c1ccccc1Br
 : 4, -3%&2%, 0.4, 16%, ?, -3%&2%, 0.0, 0%&8%, -11
8. O=C(OC(C(=O)NC1CCCCC1)c1ccccn1)c1cccs1 (stereo not drawn)
 : -2, -8%, 0.2, 19%, -5%, -3%, 0.8, -11%, -14
9. CCOc1cc(CNn2cnnc2)cc(Cl)c1OCC(=O)NC(C)(C)C
 : 0, 0%, 0.1, 13%, -12%, -3%, 0.1, 28%, 7
10. CCC(=O)Nc1ccc(-c2ccc(N3CCCCC3)nn2)cc1
 : -1, -5%, 0.8, 0%, ?, 2%, 0.2, -6%, -12
11. COc1ccc(Cc2nnc(C(=O)NCCCN3CCN(c4ccccc4F)CC3)o2)cc1OC
 : 15, -8%, 1.0, -17%, -11%, 4%, 0.0, 37%[11.4 µM], /
12. CCN(CC)CCNC(=O)c1ccc2c(c1)sc1nc(-c3ccc(F)cc3)cn12
 : 0, 13%[11.4 µM], -0.5, 19%, 15%, 1%, 0.2, 13%, /
13. CC1CCCCC12NC(=O)N(CC(=O)OCC(=O)Nc1ccc(F)cc1[N+](=O)[O-])C2=O (stereo not drawn)
 : /, 8%[57.1 µM], /, 5%, -5%, 7%, /, 5%[57.1 µM], /
14. O=C(N/N=C/c1ccc([N+](=O)[O-])o1)c1cn(-c2ccccc2)nc1-c1ccc(Cl)cc1
 : -10, -7%, 0.7, 9%, -3%, 1%, 2.6, -1%, 1
15. CC(CCc1ccccc1)NC(=O)CCC(=O)N1CCC(C(N)=O)CC1 (stereo not drawn)
 : -5, 5%, 0.4, -6%, -8%, -6%, 0.7, 32%, -7
16. CC(C)c1cc(Br)ccc1OCCN1C(=O)NC(C)(C)C1=O
 : 1, -1%, 1.1, 11%, -18%, -10%, 0.5, ?, 7
17. Nc1cc(C(Cl)=C(Cl)Cl)c(S(N)(=O)=O)cc1S(N)(=O)=O
 : -8, 2%, 1.4, 13%, -7%, 2%, -0.6, 5%, -8
18. CCOc1ccc(CCNC(=O)COC(=O)C2=NNC(=O)CC2)cc1OCC
 : -2, -7%, /, -3%, -5%, 9%, 0.4, -5%, /
19. CCC(=O)N1c2ccccc2NC2=C(C(=O)CC(c3ccco3)C2)C1c1ccco1 (stereo not drawn)
 : 16, 0%[57.1 µM], 0.5, -6%, -14%, -5%, -0.2, -3%[57.1 µM], -6
20. Cc1ccc(/C=C2/NC(=O)N(Cc3ccccc3)C2=O)o1
 : 0, 3%[11.4 µM], 1.4, 2%, -25%, ?, 1.3, 1%[11.4 µM], -14
21. CCOc1ccc(Nc2nc(C)c(NC(=O)c3cccc(OC)c3)c(Nc3ccc(OCC)cc3)n2)cc1
 : 4, -7%, -0.5, 0%, -17%, 8%, -1.4, 12%, /
22. COC(=O)c1ccc(C2c3c(-c4ccccc4O)n[nH]c3C(=O)N2Cc2cccnc2)cc1 (stereo not drawn)
 : 2, -4%, 1.8, ?, -23%, 8%, -1.0, 6%, /
23. Cc1oc(-c2cc(F)ccc2F)nc1CN1CCCN(C(=O)c2ccco2)CC1
 : 14, 5%[57.1 µM], 1.2, 0%, -18%, 10%, -0.7, 6%[57.1 µM], 26
24. CN(C)c1ccc(NC(=O)c2ccc3nsnc3c2)cc1
 : 6, 4%, -0.6, 9%, -2%, 1%, -1.1, 12%, -1
25. O=C(Nc1ccccc1Br)c1cc(=O)c2ccccc2o1
 : 14, -9%, -1.3, -3%, -17%, -2%, -0.3, -11%, 5
26. CCOc1ccccc1NS(=O)(=O)c1c(C)[nH]c(C)c1C(=O)N1CCCCC1
 : -3, 0%, 0.6, -10%, -26%, -1%, -0.4, 9%, 3
27. CC12CCC(=O)N1c1c(sc3nc(N4CCOCC4)c4c(c13)CCCC4)C(=O)N2 (stereo not drawn)
 : 2, 136%[activator], /, 9%, -2%, -3%, -0.5, 1%, /
28. CC(C)C(=O)N1c2nc(-c3ccco3)nn2C2(CCCCC2)[C@@H]2CCCC[C@@H]21
 : 3, -8%, 5.0, -5%, -14%, 1%, -1.6, -10%, /
29. O=C1CCCN1CCCN=c1c([N+](=O)[O-])nn(-c2ccc(Cl)cc2)n1O
 : 2, -10%, /, 4%, -4%, -1%, -1.0, 18%[57.1 µM], /
30. CCC1(c2ccc(F)cc2)NC(=O)N(CC(=O)Nc2ccc(C)c(S(=O)(=O)N3CCOCC3)c2)C1=O (stereo not drawn)
 : -1, -1%[57.1 µM], /, 17%, ?, -7%, 0.2, 16%[57.1 µM], /
31. Cc1ccc(C(=O)/C=C/c2ccc3c(c2)OCCO3)c(O)c1
 : -2, -2%, -0.1, -3%, ?, 0%, 0.1, 1%, 4
32. O=C(Nc1cc(C(F)(F)F)ccc1F)C1CCC1
 : -13, 3%[57.1 µM], -0.7, 6%, 0%, 0%, -0.2, 12%[57.1 µM], 6
33. COc1ccc(CCn2c(C)cc(C(=O)CSc3nnnn3C)c2C)cc1
 : -12, 2%, -0.5, 2%, -16%, -1%, 12, 7%[11.4 µM], 19
34. CS(=O)(=O)N1Cc2ccccc2CC1C(=O)OCC(=O)Nc1ccc2ccccc2c1 (stereo not drawn)
 : 1, -7%, 1.0, -5%, -11%, 15%, -0.3, 4%, -12
35. CN(CCOC(=O)c1ccc2c(c1)OCCO2)C(C)(C)C
 : -3, -12%, /, -1%, -5%, -8%, 1.1, 17%[57.1 µM], /
36. CCc1nn(CC(=O)NCCCN2CCCC2=O)c(=O)c2cc3sccc3n12
 : -3, 6%, 0.0, -3%, -19%, ?, -0.1, 24%, 22
37. Cc1ccccc1NC(=O)CN1CCOCC1
 : 56*, 10%[57.1 µM], 0.4, -2%, 5%, 1%, -0.1, 23%[57.1 µM], 9
38. COc1ccc(C(=O)NCCc2nnc3ccc(SCC(=O)Nc4ccccc4F)nn23)cc1
 : -11, -9%, -0.3, 9%, 3%, -5%, 0.0, -9%, 11
39. O=C(Nc1ccc(Cl)c(S(=O)(=O)N2CCOCC2)c1)c1ccc(OCC2CCCO2)cc1 (stereo not drawn)
 : -3, -1%[57.1 µM], 2.0, -5%, -22%, 2%, -0.5, 2%[57.1 µM], 3
40. COc1cc(CNn2cnnc2)ccc1OCC(=O)NC(C)(C)C
 : 5, -3%, 1.2, 2%, 5%, -1%, 0.4, -1%, 0
41. CC1CCCC(NC(=O)COC(=O)/C=C/c2ccc([N+](=O)[O-])cc2)C1C (stereo not drawn)
 : /, -4%, /, 6%, -9%, 1%, /, 1%, /
42. O=C(c1ccsc1)N1CCCC(N2CCN(c3cccc(Cl)c3)CC2)C1 (stereo not drawn)
 : 0, 2%, 7.1, -1%, -6%, 3%, 0.3, 8%, -16
43. O=S(=O)(Nc1ncn[nH]1)c1ccc(Cl)cc1
 : -2, 4%, 0.0, 13%, -16%, -3%, 0.1, 10%, 17
44. COCC(C)NC(=O)COc1nncc2ccccc12 (stereo not drawn)
 : 7, 9%[57.1 µM], -0.7, 0%, -7%, -4%, -0.3, 21%[57.1 µM], -7
45. COc1ccc(NS(=O)(=O)c2cccc(C(=O)NNC(=O)c3ccc(O)c(Cl)c3)c2)cc1
 : -1, 7%, 0.4, -1%, -14%, -1%, 0.3, 23%, -20
46. C/C(Cn1nc([N+](=O)[O-])cc1C)=N\NC(=O)COc1c(Cl)cc(Cl)cc1Cl
 : -7, -11%, 0.7, 5%, -8%, -2%, 0.4, -12%, -11
47. c1ccc(CCN2CN=C(Nc3nc4ccccc4s3)NC2)cc1
 : -4, -1%, 8.8, 10%, -19%, 7%, 0.4, 12%, 1
48. COc1cccc(C(=O)NCCS(=O)(=O)N2CCOCC2)c1
 : 6, 0%, 0.3, 0%, -2%, -1%, -0.3, 1%, -4
49. Cc1ccc(-c2onc(C)c2C)cc1S(=O)(=O)N1CCOc2ccc(Cl)cc21
 : 0, 11%[57.1 µM], 0.3, -11%, -12%, ?, 0.3, 38%[activator][57.1 µM], /
50. Cn1c(CCNC(=O)c2ccco2)nc2ccccc21
 : 4, 8%[57.1 µM], -1.0, -4%, -15%, 3%, -0.6, 9%, -1
51. COc1ccc(C(=O)CSc2nnc(Cc3ccccc3)o2)cc1
 : 8, -2%[57.1 µM], 0.4, 3%, -13%, ?, 0.1, -5%[57.1 µM], 6
